Compound activity as filed in PubChem.
ULK1 inh: inhibitors of human ULK1 kinase | hit rate 1.9% among 30,000 | AlphaScreen Atg13 phosphorylation by ULK1, luminescence | O75385 | inhibition, % at 5.96 µM; in the data active = inhibition above about 43%;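 note: 0% = median of compound wells and 100% = no enzyme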
ASK1 inh: human ASK1 kinase inhibition, primary screen; Q99683; AlphaScreen MKK6 phosphorylation by ASK1, luminescence; inhibition, % at 7.44 µM; hit rate 0.99% among 22,000; in the data active = inhibition above about 35%;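 note: 0% = median of compound wells and 100% = no enzyme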
Target sequence (Q99683 whole entry, looked up): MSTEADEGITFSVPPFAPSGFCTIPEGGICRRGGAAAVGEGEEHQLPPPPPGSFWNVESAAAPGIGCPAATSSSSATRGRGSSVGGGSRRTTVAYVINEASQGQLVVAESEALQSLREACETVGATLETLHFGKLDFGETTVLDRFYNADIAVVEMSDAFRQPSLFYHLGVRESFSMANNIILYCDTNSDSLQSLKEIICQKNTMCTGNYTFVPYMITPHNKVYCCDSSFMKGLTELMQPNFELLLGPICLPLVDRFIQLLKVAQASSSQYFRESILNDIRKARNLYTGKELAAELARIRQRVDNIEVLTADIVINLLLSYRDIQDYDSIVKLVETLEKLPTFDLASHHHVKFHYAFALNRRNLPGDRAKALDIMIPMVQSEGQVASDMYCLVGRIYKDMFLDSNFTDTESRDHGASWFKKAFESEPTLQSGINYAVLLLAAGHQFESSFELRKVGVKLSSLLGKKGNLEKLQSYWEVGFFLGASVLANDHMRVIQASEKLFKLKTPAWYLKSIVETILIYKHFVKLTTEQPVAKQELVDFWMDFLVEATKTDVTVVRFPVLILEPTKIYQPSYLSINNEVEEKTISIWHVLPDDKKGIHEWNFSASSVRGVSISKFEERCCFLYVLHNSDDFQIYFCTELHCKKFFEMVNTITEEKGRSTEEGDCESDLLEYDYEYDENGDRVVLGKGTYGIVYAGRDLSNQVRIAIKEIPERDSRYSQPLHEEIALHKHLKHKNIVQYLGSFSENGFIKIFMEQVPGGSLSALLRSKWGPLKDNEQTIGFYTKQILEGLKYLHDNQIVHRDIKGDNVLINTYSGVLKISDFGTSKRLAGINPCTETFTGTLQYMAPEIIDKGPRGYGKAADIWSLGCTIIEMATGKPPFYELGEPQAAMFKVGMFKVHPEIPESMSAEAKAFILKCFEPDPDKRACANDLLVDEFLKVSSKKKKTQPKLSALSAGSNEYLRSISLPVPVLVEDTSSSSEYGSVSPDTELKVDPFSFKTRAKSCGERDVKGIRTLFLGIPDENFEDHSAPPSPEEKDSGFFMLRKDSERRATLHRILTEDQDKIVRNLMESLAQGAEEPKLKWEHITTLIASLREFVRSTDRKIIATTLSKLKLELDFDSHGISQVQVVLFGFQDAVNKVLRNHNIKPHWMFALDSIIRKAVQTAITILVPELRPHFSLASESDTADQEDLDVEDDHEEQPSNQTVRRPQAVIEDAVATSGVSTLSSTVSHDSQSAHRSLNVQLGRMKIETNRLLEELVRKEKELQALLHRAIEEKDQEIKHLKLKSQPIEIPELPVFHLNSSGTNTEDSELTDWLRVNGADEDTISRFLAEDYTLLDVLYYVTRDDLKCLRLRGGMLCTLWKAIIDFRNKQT
The depositor's hits bear a star; · = no result given.

Each structure is followed by: ASK1 inh	ULK1 inh
> O=C(NCc1cccs1)c1nccc(Nc2ccncn2)n1
    -3	10
> Cc1ccc(C(=O)Nc2nnc(CC(C)(C)C)s2)cc1
    ·	0
> O=C(Cc1cn(-c2ccc(N3CCOCC3)nn2)c2ccccc12)NCc1cccnc1
    2	7
> Cc1ncn(-c2ccc(Nc3nccc(-c4ccc(C#N)c(N5CCOCC5)c4)n3)cc2)n1
    1	-20
> O=C(NCCc1ccc(O)cc1)c1csc(N2CCCC2CO)n1 (centres undefined)
    10	0
> CN(C)c1cccc(Nc2cc(C(=O)Nc3ccc(N4CCOCC4)cc3)ccn2)c1
    10	23
> Cc1noc(C)c1-c1ncc(C(=O)NCCO)s1
    6	12
> Cc1cc(NCCc2ccc(O)cc2)nc(Nc2nc3ccccc3n2C)n1
    10	-11
> CC(C)=CCn1c(-c2ccccc2)cccc1=O
    ·	10
> O=C(c1cnccc1Nc1ccc2[nH]ncc2c1)N1CCCC(O)C1 (centres undefined)
    -20	-4
> CC(=O)Nc1ccc(Nc2nc(N3CCOCC3)nc3c2ncn3C(C)C)cc1
    3	32
> N[C@@H](Cc1cc(I)c(O)c(I)c1)C(=O)O
    ·	19
> COc1ccccc1CC(=O)Nc1nc2c(s1)C(=O)CC(C)(C)C2
    ·	10
> COc1cc(NC(=O)c2cccc(-c3c(C)noc3C)n2)cc(OC)c1OC
    9	14
> CCN(CC)C(=O)C1CCCN(c2nc(Nc3ccc(NC(C)=O)cc3)c3ncn(-c4ccccc4)c3n2)C1 (centres undefined)
    -2	-1
> CCCCCOC(=O)c1ccc(N(C)C)cc1
    ·	-5
> c1ccc(Nc2nc(Nc3ncccn3)nc3c2ncn3-c2ccsc2)cc1
    -1	19
> CC(=O)c1cccc(-c2nc(NC3CCN(Cc4ccccc4)CC3)c3ncn(C4CCCCC4)c3n2)c1
    7	-8
> CCOC(=O)c1oc2cc(NC(=O)c3ccc(OC)cc3)ccc2c1C
    ·	9
> O=C(Nc1ccccc1)c1cnc(NC2CCN(Cc3ccccc3)CC2)s1
    -3	-8
> CC(C)N(CCNC(=O)c1cccc(NCCN2CCOCC2)n1)C(C)C
    -14	0
> C=C(C)Cn1c(SCc2ccccc2)nc2c1c(=O)n(C)c(=O)n2C
    ·	4
> COc1ccc(CCNC(=O)c2cncc(-c3ccc(OC)nc3)c2)cc1
    -7	-12
> COc1cccc(CNC(=O)c2[nH]c3cc(-c4cn[nH]c4)ccc3c2CN2CCCC2c2ccccc2)c1 (centres undefined)
    -3	-24
> NC(=O)c1csc(Oc2ccccc2)n1
    11	-1
> O=C(NCc1nc2ccccc2[nH]1)c1csc(N2CCOCC2)n1
    -15	7
> O=C(NCC(O)c1ccc(Br)cc1)c1cn(-c2ccc3c(=O)[nH]ccc3c2)nn1 (centres undefined)
    3	-1
> Clc1cc2c(cc1Cl)OC(c1nc3ccc(-c4ccncc4)cc3[nH]1)CO2 (centres undefined)
    -5	-19
> COc1cc2nc(Nc3cccc(N(C)C)c3)nc(NCc3ccccc3)c2cc1OC
    33	-3
> O=[N+]([O-])c1ccc(/C=N/O)o1
    ·	7
> COC(=O)c1cccc(-n2ncc3cc(Nc4ccccc4)ccc32)c1
    -20	-38
> Cc1cc(Nc2ccc(N3CCOCC3)cc2)nc(-c2cccc(N)c2)n1
    30	5
> COc1ccc(CCNc2nc(-c3ccc(C(=O)N4CCN(C)CC4)cc3)nc3c2ncn3C(C)C)cc1
    11	-2
> O=C(O)c1ccccc1C(=O)Nc1ccc(S(=O)(=O)Nc2nccs2)cc1
    ·	1
> FC(F)(F)c1ccc(Cn2cnc3c(NCCN4CCOCC4)nc(NC4CCN(Cc5ccccc5)CC4)nc32)cc1
    -6	-3
> COc1cc(/C=N/NC(=O)c2ccccc2Br)cc(Br)c1O
    ·	-8
> COc1cc2nc(-c3ccc(C(=O)N4CCN(C)CC4)cc3)nc(Nc3ccc(Oc4ccccc4)cc3)c2cc1OC
    3	-8
> COc1ccc(CCn2c(=O)c3ncccc3n(Cc3cccc(Cl)c3)c2=O)cc1OC
    ·	11
> COc1ccccc1CC(=O)Nc1cnn(-c2cccc(C(=O)Nc3ccc(N4CCOCC4)cc3)c2)c1
    8	-9
> Nc1nc(NCc2nc3ccccc3[nH]2)cc(-c2ccc(C(=O)NC3CC3)cc2)n1
    -9	-12

A second format for part of the listing above:
> CC(=O)Nc1ccc(Nc2nc(N3CCOCC3)nc3c2ncn3C(C)C)cc1
  ASK1 inh: 3; ULK1 inh: 32
> N[C@@H](Cc1cc(I)c(O)c(I)c1)C(=O)O
  ASK1 inh: ·; ULK1 inh: 19

As a working copy, 2 of the compounds above:
Each structure is followed by: ASK1 inh	ULK1 inh
> COc1ccccc1CC(=O)Nc1cnn(-c2cccc(C(=O)Nc3ccc(N4CCOCC4)cc3)c2)c1
    8	-9
> Nc1nc(NCc2nc3ccccc3[nH]2)cc(-c2ccc(C(=O)NC3CC3)cc2)n1
    -9	-12

The list goes on:
Each structure is followed by: ASK1 inh	ULK1 inh
> O=NN(CCCl)C(=O)NCCCl
    ·	3
> CCOC(=O)N1CCN(c2cc(-c3ccc(F)cc3)nc(C)n2)CC1
    ·	9
> CC(=O)Nc1ccc(Nc2ccnc(NCc3ccc4c(c3)OCO4)n2)cc1
    -5	-2
> O=C1CCCN1CCCNc1ncnc2nc(Nc3ccncn3)[nH]c12
    -9	12
> COc1cc2nc(NCc3ccc4c(c3)OCO4)nc(Nc3ccc(N4CCOCC4)cc3)c2cc1OC
    51*	0
> O=C(NCCc1ccc(O)cc1)c1cc(Nc2ccc(C(F)(F)F)cc2)nc2ccccc12
    2	-14
> Cc1cc(Nc2ccc(OCCN3CCCCC3)cc2)nc(Nc2ccc(OC(F)(F)F)cc2)n1
    8	-1
> CC(C)N(CCNc1nc(Nc2cccc(N(C)C)c2)nc2nc[nH]c12)C(C)C
    -1	5
> CN(Cc1ccccc1)c1cc(-c2ccncc2)nc(-c2cccnc2)n1
    ·	-14
> COc1cc(NC(=O)c2cccc(-n3cc(NC(=O)CCCc4ccccc4)cn3)c2)cc(OC)c1OC
    -3	-3
> CCCNc1cc(-c2cccc(N)c2)ncn1
    0	-6
> O=C(NCCN1CCOCC1)c1cccc(Nc2cnccn2)c1
    -1	-3
> FC(F)(F)c1ccc(Cn2cnc3c(NC4CCN(Cc5ccccc5)CC4)nc(-c4csc5ccccc45)nc32)cc1
    -5	-47
> Cc1ncn(-c2ccc(Nc3nccc(-c4ccno4)n3)cc2)n1
    7	14
> O=C1CCCN1CCn1cnc2c(NCc3nc4ccccc4[nH]3)nc(N3CCc4ccccc4C3)nc21
    -6	15
> CCC1(c2ccccc2)NC(=O)N(C)C1=O (centres undefined)
    ·	1
> Nc1cc(Nc2ccc(-n3ccnc3)cc2)ncn1
    -4	5
> O=C(NCc1cn(-c2ccncc2)nn1)C(O)c1ccc(Cl)cc1 (centres undefined)
    5	2
> O=C(Cc1cn(-c2ccc(NCCN3CCOCC3)nn2)c2ccccc12)NCCCN1CCCC1=O
    -18	-6
> Nc1nc(Nc2ccccc2)cc(-c2ccccc2)n1
    6	-1
> Cc1cc(Nc2ccccc2)nc(Nc2ccc(-n3ccnc3)cc2)n1
    -6	-23
> COc1cccc(CN(CCN2CCCCC2)C(=O)Nc2ccc(-c3cn[nH]c3)cc2)c1
    -8	-11
> CN1CCN(c2ccc(-c3nc(C(=O)NCc4cccnc4)cs3)cc2)CC1
    -13	-6
> CC(C)n1cnc2c(NCc3cccc(C(F)(F)F)c3)nc(Nc3ccc(OC(F)(F)F)cc3)nc21
    -3	-21
> CCNc1ccc(N2CCC(C(=O)NCc3ccccc3)CC2)nn1
    -17	0
> c1ccc(Nc2nc(Nc3ccc(N4CCOCC4)cc3)c3ncn(-c4ccccc4)c3n2)cc1
    3	3
> Cn1c(Nc2ccc(-n3cc(CC(=O)NCc4nc5ccccc5[nH]4)c4ccccc43)nn2)nc2ccccc21
    10	7
> c1cn(-c2ccc(Nc3nc4ncnc(Nc5ccc(N6CCOCC6)cc5)c4[nH]3)cc2)cn1
    12	16
> CC(=O)O[C@H]1C[C@@H]2CC[C@@H]3[C@H](CCC4(C)[C@H]3C[C@H]([N+]3(C)CCCCC3)[C@@H]4OC(C)=O)C2(C)C[C@@H]1N1CCCCC1 (some centres undefined)
    ·	2
> Cc1ccc(C(=O)N2CCC(c3nc(-c4ccncc4)no3)C2)cc1F (centres undefined)
    -20	-9
> O=[N+]([O-])c1ccc(N/N=C/c2ccc3c(c2)OCCO3)c([N+](=O)[O-])c1
    ·	2
> OC1CCC(Nc2cc(NCc3ccccc3)ncn2)CC1 (centres undefined)
    -1	4
> Cc1cc(Nc2ccc(N3CCOCC3)cc2)nc(Nc2ccncn2)n1
    7	14
> CCCNc1nc(-c2ccc(OC)nc2)nc2c1ncn2C1CCCCC1
    -1	2
> Cc1[nH]c(=O)c(-c2noc(C3COc4ccccc4O3)n2)cc1-c1ccncc1 (centres undefined)
    -17	-1
> Oc1ccc(-c2cncc(-c3cncc(OCC4CCCNC4)c3)c2)cc1 (centres undefined)
    -3	13
> CCNc1ncc(C(=O)NCCc2ccc(O)cc2)s1
    -24	1
> CCN(CC)c1nc(Nc2cc(OC)c(OC)c(OC)c2)nc(N2CCN(c3ccccn3)CC2)n1
    10	-6
> O=C(NC1CC1)c1cc(N2CCN(Cc3ccc4c(c3)OCO4)CC2)nc2ccccc12
    -3	5
> Cn1cccc1CC(=O)N/N=C/c1cc([N+](=O)[O-])ccc1Cl
    ·	21
> O=C(NC1CC1)c1ccc(-c2nc3ccc(C(=O)NC4CC4)cc3s2)cc1
    15	-5
> CC(C)n1c(-c2ccc(C(=O)NC3CC3)cc2)nc2c(Nc3ccc(Oc4ccccc4)cc3)ncnc21
    -8	-15
> CCN(CC)C(=O)C1CCCN(c2nc(NCCc3ccc(OC)cc3)c3ncn(-c4ccsc4)c3n2)C1 (centres undefined)
    0	-7
> O=C1NN(c2cccc(C(F)(F)F)c2)C(=O)/C1=C\c1ccccc1
    ·	5
> Cc1cnc(Cl)nc1Nc1ccc(N2CCOCC2)cc1
    10	2
> O=C(Nc1ccccc1)Nc1cnn(-c2cccc(CO)c2)c1
    11	-5
> Cc1cnc(-c2ccc(N3CCN(C)CC3)cc2)nc1NC1CC1
    -3	5
> CCCNc1nc(NC2CCN(Cc3ccccc3)CC2)nc2c1ncn2C(C)C
    6	6
> Clc1ccc(-n2ncc3c(N4CCOCC4)nc(NCCc4cccs4)nc32)cc1
    ·	-15
> COc1ccc(-c2cccc(C(=O)NCCO)n2)cn1
    2	-7
> CC(C)N(CCNc1nc(NCCN2CCOCC2)nc2c1ncn2-c1ccccc1)C(C)C
    -1	-4
> O=C(Nc1ccc(Oc2ccccc2)cc1)c1cnc(Nc2cccnc2)s1
    2	2
> Cc1nn(C)c(C)c1-c1cc(C(=O)NCCOc2ccccc2)ccn1
    1	-4
> CC(=O)c1cccc(-c2nc(NC3CCN(Cc4ccccc4)CC3)c3ncn(Cc4ccc(C(F)(F)F)cc4)c3n2)c1
    7	-29
> CC(=O)Nc1ccc(Nc2nc(-c3ccc(C(=O)N4CCN(C)CC4)cc3)nc3c2ncn3CCN2CCCC2=O)cc1
    -4	0
> CC(=O)c1cccc(-c2cncc(C(=O)NCCOc3ccccc3)c2)c1
    -14	-1
> Cc1ccc(NC(=O)c2cccc(C(=O)Nc3ccc(C)cc3C(=O)O)c2)c(C(=O)O)c1
    ·	5
> NC(C(=O)N1CC[C@H](C(=O)Nc2ccc3[nH]ncc3c2)C1)c1ccc(Br)cc1 (some centres undefined)
    5	2
> COc1cc(NC(=O)c2ccc3nc(N4CCN(Cc5ccc6c(c5)OCO6)CC4)sc3c2)cc(OC)c1OC
    21	9
> O=C(NCCCN1CCCC1=O)c1cccc(-c2ccccc2)c1
    -2	10

More compounds:
Each structure is followed by: ASK1 inh	ULK1 inh
> OC1CCC(Nc2nc(NCCOc3ccccc3)c3ncn(C4CCCCC4)c3n2)CC1 (centres undefined)
    -3	-8
> CCN(CC)C(=O)C1CCCN(c2ccc(-n3cc(CC(=O)NCc4nc5ccccc5[nH]4)c4ccccc43)nn2)C1 (centres undefined)
    -3	-13
> CCCNC(=O)Cc1cn(-c2ccc(N3CCC(N4CCOCC4)CC3)nn2)c2ccccc12
    -26	-3
> CC(C)n1cnc2c(N)nc(-c3cccc(N)c3)nc21
    -15	1
> CCCNc1nc(Nc2ccc(N3CCOCC3)cc2)nc2c1ncn2C1CCCCC1
    51*	17
> c1nc(Nc2ccc3c(c2)OCO3)cc(N2CCC(N3CCOCC3)CC2)n1
    6	13
> COc1ccc(-c2nc3ncnc(NC4CCN(Cc5ccccc5)CC4)c3[nH]2)cn1
    10	12
> COc1ccc(-c2cc(C(=O)O)on2)cc1
    ·	-5
> Clc1nc(NC2CCN(Cc3ccccc3)CC2)c2ncn(-c3ccccc3)c2n1
    -2	-21
> c1nc2nc(N3CCOCC3)nc(NC3CC3)c2[nH]1
    9	4
> COc1ccc(CCNc2nc(Nc3nc4ccccc4n3C)nc3c2ncn3C(C)C)cc1
    -1	-2
> CN1CCN(C(=O)c2ccc(-c3ncc(C(=O)NCc4cccc(C(F)(F)F)c4)s3)cc2)CC1
    10	-1
> Cc1cncc2c(S(=O)(=O)N3CC[C@@H](NC(=O)[C@@H](N)Cc4ccccc4)C3)cccc12
    9	0
> CCCNc1nc(-c2ccc(OC)cc2)nc2c1ncn2Cc1ccc(C(F)(F)F)cc1
    -8	-34

Record cards, from the list above:
COc1ccc(-c2nc3ncnc(NC4CCN(Cc5ccccc5)CC4)c3[nH]2)cn1 in the list: ASK1 inh: 10; ULK1 inh: 12
c1nc2nc(N3CCOCC3)nc(NC3CC3)c2[nH]1 in the list: ASK1 inh: 9; ULK1 inh: 4
CCCNc1nc(-c2ccc(OC)cc2)nc2c1ncn2Cc1ccc(C(F)(F)F)cc1 in the list: ASK1 inh: -8; ULK1 inh: -34

Hits appear at their usual frequency; any-hit rate near 2.4%.
